# GPR151 activ – activators of human GPR151, primary screen, cell-based, PathHunter beta-arrestin, luminescence; PathHunter beta-arrestin GPR151 cells; 650,000 tested, 1% active; G-protein coupled receptor 151 (Homo sapiens), Q8TDV0; AID 1508602, 2020; activation, % at 11.2 µM; in the data active = activation above about 4.9%;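 also: 0% = median of compound wells and 100% = cells with positive control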
# Target sequence (Q8TDV0 whole entry, looked up): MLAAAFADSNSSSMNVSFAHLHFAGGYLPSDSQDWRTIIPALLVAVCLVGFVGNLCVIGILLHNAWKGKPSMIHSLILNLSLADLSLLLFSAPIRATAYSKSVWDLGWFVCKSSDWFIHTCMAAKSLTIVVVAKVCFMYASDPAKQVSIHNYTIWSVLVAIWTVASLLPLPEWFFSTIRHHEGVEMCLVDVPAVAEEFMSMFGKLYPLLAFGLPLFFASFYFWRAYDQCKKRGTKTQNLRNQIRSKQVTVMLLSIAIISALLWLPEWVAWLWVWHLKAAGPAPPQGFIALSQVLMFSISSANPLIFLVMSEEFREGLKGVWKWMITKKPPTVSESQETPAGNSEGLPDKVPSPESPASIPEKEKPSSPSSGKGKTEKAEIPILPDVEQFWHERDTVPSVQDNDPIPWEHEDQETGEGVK
# TEAD-YAP block – TEAD-YAP interaction inhibition, primary screen, TEAD-YAP interaction inhibitor project, luminescence, HEK-TIYL cells; TEAD-Gal4/YAP UAS-luciferase luminescence; inhibition, % at 9.12 µM; 640,000 tested, 1.4% active; AID 1259422, 2018; in the data active = inhibition above about 32%;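 also: 0% = median of test compound wells and 100% = reference inhibitor wells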
# FBW7 activator – FBW7 E3 ligase activators, primary screen, biochemical, AlphaScreen, human | F-box/WD repeat-containing protein 7 (Homo sapiens), Q969H0 | AlphaScreen FBW7–phospho-cyclin E peptide binding, activator screen | normalized activity (activation), % at 26.1 µM | 650,000 tested, 0.13% active | AID 1259310, 2017; in the data active = normalized activity above about 1.9%;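 also: purified mutant Fbw7 with reduced substrate affinity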
# MITF inh – MITF inhibitors, primary screen, biochemical, AlphaScreen, human | AlphaScreen MITF homodimerization, bead proximity signal | Microphthalmia-associated transcription factor (Homo sapiens), O75030 | inhibition, % at 2.6 µM | 650,000 tested, 0.91% active; in the data active = inhibition above about 50%;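 also: 0% = vehicle wells with protein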
# Target sequence (O75030 whole entry, looked up): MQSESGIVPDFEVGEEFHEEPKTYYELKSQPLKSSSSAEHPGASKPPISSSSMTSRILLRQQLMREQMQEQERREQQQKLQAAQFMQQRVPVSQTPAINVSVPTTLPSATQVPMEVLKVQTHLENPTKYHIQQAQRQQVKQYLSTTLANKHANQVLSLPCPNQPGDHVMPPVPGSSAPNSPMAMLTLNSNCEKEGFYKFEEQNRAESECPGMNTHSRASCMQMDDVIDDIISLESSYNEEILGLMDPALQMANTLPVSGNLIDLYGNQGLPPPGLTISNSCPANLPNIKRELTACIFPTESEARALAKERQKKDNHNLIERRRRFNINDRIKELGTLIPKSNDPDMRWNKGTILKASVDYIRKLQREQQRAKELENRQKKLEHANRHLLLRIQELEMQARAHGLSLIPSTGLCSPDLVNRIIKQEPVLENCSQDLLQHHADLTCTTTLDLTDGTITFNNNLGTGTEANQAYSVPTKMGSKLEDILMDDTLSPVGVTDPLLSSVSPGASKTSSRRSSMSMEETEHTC
# The depositor's hits bear a star; . = no result given; & = joins results of further samples. An unsorted share of the library. Share with any hit: about 3.4%.
SMILES,GPR151 activ,TEAD-YAP block,FBW7 activator,MITF inh
CCN(CC)Cc1c(O)ccc2c1O/C(=C\c1ccc(OC)cc1OC)C2=O,1.0,16,0.1,4
Cc1nc(C(=O)NCC2CCC3(CCN(Cc4ccncc4)CC3)O2)cs1 (stereo unspecified),0.3,-7,0.2,-15
CCCCOc1ccc(C2=N/C(=C\C=C\c3ccccc3OC)C(=O)O2)cc1,1.6,12,-0.1,2
CCOC(=O)N1CCN(S(=O)(=O)c2ccc(C(=O)NC3Sc4c(ccc5ccccc45)N3C)cc2)CC1 (stereo unspecified),1.7,-7,0.0,1
COc1ccccc1CNn1c(-c2ccccc2F)nc2ccccc2c1=O,0.6,0,-0.2,3
CCn1c(C)cc(O)c(C(c2ccc(Cl)cc2)c2c(O)cc(C)n(CC)c2=O)c1=O,0.1,6,0.0,-16
CC1CCN(Cc2nnnn2CCCC(=O)NC(Cn2ccnc2)C(C)(C)C)CC1 (stereo unspecified),0.4,8,0.0,4
CCO/C(=C\c1sc2ccc(OC)cc2[n+]1CCCS(=O)(=O)O)SC,-1.2,7,0.3,0
NC[C@@H]1O[C@H](c2ccccc2)Cc2c1ccc(O)c2O,-2.1,.,0.3,5
CCCC(=O)OCn1c(=O)oc2cc(Cl)ccc21,-1.2,0,0.1,20
CCc1ccc(OCCCC(=O)Nc2ccccc2C(=O)OC)cc1,0.7,-3,-0.1,-7
CCCCN(C)c1nnc(NC(=O)Nc2cccc(C(F)(F)F)c2)s1,0.5,0,0.0,15
CCCOc1ccc(/C=C/C(=O)Nc2nccs2)cc1,-6.1,0,0.1,11
COc1ccc(OCC2Cn3c(nc4c3c(=O)n(C)c(=O)n4C)O2)cc1 (stereo unspecified),3.1,5,0.3,-12
Cc1ccc(S(=O)(=O)Nc2ccccc2C(=O)NCCc2ccccc2)cc1[N+](=O)[O-],1.1,-19,-0.4,-1
COc1cc(Cl)c(C)cc1NC(=O)NCc1noc2ccccc12,-0.2,-8,0.0,7
CCSC1(SCC)N=C(N)C2(C#N)C(c3ccc(OC)c(OC)c3OC)C12C#N (stereo unspecified),0.1,-4,-0.2,10
Cn1cc(-c2ccncc2)cc(NC(=O)C2Cc3c(ccc4ccccc34)O2)c1=O (stereo unspecified),0.2,1,-0.1,5
COc1ccc(-n2nc3c(c2NC(=O)c2ccc(C(=O)c4ccccc4)cc2)CSC3)cc1,-0.8,1,0.1,17
Cc1cccc(NC(=O)COc2ccccc2Br)c1,-0.9,-10,0.3,-28

# Brought forward from above: 2 compounds; new compounds follow.
SMILES,GPR151 activ,TEAD-YAP block,FBW7 activator,MITF inh
COc1ccc(-n2nc3c(c2NC(=O)c2ccc(C(=O)c4ccccc4)cc2)CSC3)cc1,-0.8,1,0.1,17
Cc1cccc(NC(=O)COc2ccccc2Br)c1,-0.9,-10,0.3,-28
Cc1c(Cl)cccc1NC(=O)CSc1nnc(-c2ccc(F)cc2)c(-c2ccc(F)cc2)n1,1.9,14,0.0,19
Cc1cccc(NC(=O)CSc2nnc(NC(=O)Cc3ccccc3)s2)c1C,1.3,12,0.6,9
CC(C)(C)C(=O)NCc1cccc(Oc2ccc(F)cc2)c1,1.5,0,0.3,8
COc1ccc(C(=O)OCC(=O)c2ccccc2OC)cc1,-0.5,0,0.0,0
CCCCCCOc1ccc(OC(=O)c2cccc(C(=O)OC(C)C)n2)cc1,0.8,7,0.2,-1
O=C(Cn1cnc2c(nnn2-c2ccc(F)cc2)c1=O)N1CCC(Cc2ccccc2)CC1,-0.2,-3,0.2,10
CC(=O)c1ccc(NC(=O)COC(=O)CCCc2c[nH]c3ccccc23)cc1,-0.5,1,-0.1,-3
Brc1cccc(/C=N/Nc2ncnc3nc[nH]c23)c1,-2.3,57*,-0.1,4
O=C(O)c1ccc2c(c1)C(=O)N(c1ccc(Cl)cn1)C2=O,-0.3,1,0.0,12
COc1cc(C)nc(Oc2ccc(/C=N/O)cc2)n1,0.7,-24,0.0,-17
CCN(CC)CCN1CCN(c2ncc(-c3cccnc3)n3ccnc23)CC1,-0.9,12,0.0,1
CN(CC1CCCCO1)C(=O)CC1(c2ccccc2)CC(=O)N(Cc2cccs2)C1=O (stereo unspecified),-0.6,2,-0.1,-11
Cc1nn(C(C)C(=O)NCc2ccc(Cl)cc2)c(=O)c2c1sc1ccccc12 (stereo unspecified),0.5,9,0.1,9
CCCC(=O)Nc1cccc(NC(=O)c2ncn[nH]2)c1,-1.4,11,-0.1,20
CCOc1ccc(C2=CC(c3cc(OC)c(OC)c(OC)c3)n3ncnc3N2)cc1 (stereo unspecified),0.6,67*,0.1,0
Cn1c(=O)c2c(nc(Oc3ccc(F)cc3Cl)n2C)n(C)c1=O,-0.8,8,0.7,8
N#CCSc1ccc2nnc(-c3cccnc3)n2n1,0.2,-6,-0.3,-7
O=C1c2ccc(-c3nc4ccccc4o3)cc2C(=O)N1c1ccc([N+](=O)[O-])cc1,1.2,-9,-0.1,9
Cc1ccc2cc(C3CC(c4ccc(Br)cc4)=NN3C(=O)CCC(=O)O)c(Cl)nc2c1 (stereo unspecified),1.8,4,0.1,-1
CC(=O)Nc1cc(N2C(=O)C3CC=CCC3C2=O)ccc1Cl (stereo unspecified),0.4,-6,-0.1,-7
COCCNC(=S)N(Cc1cc2cc(OC)ccc2[nH]c1=O)CC1CCCO1 (stereo unspecified),0.6,4,0.0,6
COCC(=O)NC(c1nnc2n1CCN(Cc1ccc(OC)cc1)CC2)C(C)C (stereo unspecified),3.8,-24,0.2,3
O=C(CN1CCn2cnnc2C1)N1CCc2ccccc21,0.0,1,0.3,-7
NC(=O)C1CCN(C(=O)c2ccc(-c3ccccc3)cc2)CC1,5.2*,-5,-0.3,-6
Cc1cc(SCC(=O)Nc2nccs2)nc(=O)[nH]1,4.4,-1,0.1,-10
CCOc1ccc(N2C(=O)CN=C2Nc2ccc(OC)cc2)cc1,1.8,3,0.2,10
CS(=O)(=O)N(CC(=O)N1CCN(c2ccccc2)CC1)c1cccc(Cl)c1Cl,-0.4,7,-0.2,3
CCc1nnc2n1NC(=O)CS2,1.4,9,0.0,5
CCCCCC1CCC(c2ccc(C(=O)OCC(=O)c3ccc(C4CCC(CCC)CC4)cc3)cc2)CC1 (stereo unspecified),-0.2,-12,0.1,-1
CN(C)C=NCCn1c(N2CCOCC2)nc2c1c(=O)n(C)c(=O)n2C,1.3,-6,0.4,-6
COCc1c(C(=O)N/N=C(\C)c2ccc(Cl)c(Cl)c2)nnn1-c1nonc1N,-0.7,5,-0.1,13
O=C(CSCc1ccc([N+](=O)[O-])cc1)N/N=C/c1ccccc1Cl,-0.2,0,0.0,8
COc1ccccc1C(=O)CN1CCN(S(=O)(=O)c2ccc(Cl)cc2)CC1,1.5,-13,0.0,3
CCC(c1ccccc1)c1nnc(NC(=O)Nc2cccc(OC)c2)s1 (stereo unspecified),0.9,2,-0.1,4
COc1ccc(-c2nnc3ccc(OCCNC(=O)COc4ccc(C)c(C)c4)nn23)cc1,2.4,6,0.1,9
CCCCOC(=O)Cc1c(C)nc(SCc2ccccc2)[nH]c1=O,-1.0,3,0.1,-1
O=C(Nc1cc(C(F)(F)F)cc(C(F)(F)F)c1)c1ccc2c(c1)OCCO2,0.4,4,-0.1,-6
Oc1ccc(CCNc2ncnc3nc(Nc4ccccc4)[nH]c23)cc1,0.4,3,-0.1,11
COc1ccc(C2NC(C(=O)O)CS2)cc1COCC(F)(F)F (stereo unspecified),0.2,-8,0.1,8
CC(c1ccncc1)N(CCN(C)C)C(=O)Nc1ccc(Cl)c(Cl)c1 (stereo unspecified),-0.4,-24,0.2,-1
CC1(C)CC(=O)C=C(Nc2ccc(F)cc2)C1,-0.2&-1.1,5&6,0.6&1.6,16&18
CC1=C(C#N)C(c2ccc(N(C)C)cc2)C2=C(CC(c3ccc(Cl)cc3)CC2=O)N1 (stereo unspecified),0.9,21,0.1,11
O=C(CCc1nc2sc3c(c2c(=O)[nH]1)CCCC3)NNC(=O)c1cccs1,0.2,-2,-0.2,-14
CC(=O)NC1(c2ccccc2)CCN(CC(=O)N2CCC(C)CC2)CC1,-0.2,-7,0.7,14
CN(Cc1ccccc1)C(=O)COc1ccccc1Cl,-1.7,-8,0.0,6
Cn1nc(NC(=O)c2cccc3ccccc23)c2c1NC(=O)CC2c1ccco1 (stereo unspecified),2.6,-6,-0.1,-2
CCC[C@@H]1NC(=O)[C@@H]2C[C@H](NC(=O)Nc3cccc(Cl)c3C)CN2C1=O,-0.5,8,0.8,10
Cn1c(=O)c([N+](=O)[O-])c(N2CCN(Cc3ccc(F)cc3)CC2)c2ccccc21,0.9,5,0.0,4
CCN1CCN(CCCNC(=O)c2ccc(Cn3c(=S)[nH]c4cc5c(cc4c3=O)OCO5)cc2)CC1,0.2,-3,-0.1,4
CCC(C)(C)NC(=O)Cn1nnc(-c2ccc(N(C)C)cc2)n1,2.6,6,-0.1,2

# (listing goes on)
SMILES,GPR151 activ,TEAD-YAP block,FBW7 activator,MITF inh
COc1cccc(-n2c(SCC(=O)Nc3nccs3)nnc2-c2cccnc2)c1,-0.6,-3,0.0,4
COc1cc(C2C(C#N)=C(N)N(c3c(F)cccc3F)C3=C2C(=O)CC(C)(C)C3)ccc1O (stereo unspecified),-0.6,-2,-0.1,-2
CCOC(=O)/C(C#N)=C/Nc1nccs1,-0.3&-0.6,-3&-2,0.3&-0.2,-3&-1
CCC(C)(C)NC(=O)c1cc(OC)c(OC)cc1[N+](=O)[O-],-0.8,6,0.0,-14
COc1ccc(CC(=O)N2CCN(c3ccc(F)cc3)CC2)cc1OC,0.5,-1,-0.1,-1
COc1ccc2c(C)nc(N3CCC(N4CCCC(C(C)=O)C4)CC3)nc2c1 (stereo unspecified),-1.4,-5,0.1,-8
O=C(Cc1cccs1)Nc1cccc(C(=O)Nc2cccc(C(=O)O)c2)c1,-3.9,17,0.1,14
COC(=O)/C(=C1/Oc2ccc(C(C)(C)C)cc2S1)C(F)(F)F,0.7,7,0.0,11
C=CCSc1nnc2c(n1)OC(/C(C)=C/c1ccccc1)Nc1ccccc1-2 (stereo unspecified),1.0,-50,0.4,17
N=c1oc2ccc(Cl)cc2cc1C(=O)Nc1cccc(C(F)(F)F)c1,-1.1,2,-0.1,-5

# 5 entries already listed, arranged by heavy-atom count, ascending.
SMILES,GPR151 activ,TEAD-YAP block,FBW7 activator,MITF inh
CCOC(=O)/C(C#N)=C/Nc1nccs1,-0.3&-0.6,-3&-2,0.3&-0.2,-3&-1
COC(=O)/C(=C1/Oc2ccc(C(C)(C)C)cc2S1)C(F)(F)F,0.7,7,0.0,11
COc1ccc(CC(=O)N2CCN(c3ccc(F)cc3)CC2)cc1OC,0.5,-1,-0.1,-1
O=C(Cc1cccs1)Nc1cccc(C(=O)Nc2cccc(C(=O)O)c2)c1,-3.9,17,0.1,14
COc1cccc(-n2c(SCC(=O)Nc3nccs3)nnc2-c2cccnc2)c1,-0.6,-3,0.0,4

# Next section:
SMILES,GPR151 activ,TEAD-YAP block,FBW7 activator,MITF inh
Cc1onc(-c2c(F)cccc2Cl)c1C(=O)Nc1ccc(F)c(Cl)c1,-1.4,-8,-0.2,1
CC(=O)c1c(C)n(CC(=O)N2CCc3ccccc32)c2ccccc12,-0.2,2,0.0,8
CCOc1ccc(OCC)c(NC(=O)c2cc(S(=O)(=O)N3CCOCC3)cn2C)c1,1.0,6,0.0,-9
COc1ccc(NC(=O)C(NC(=O)CNC(C)=O)c2ccccc2)cc1 (stereo unspecified),0.6,-6,0.2,8
CCCc1cc(N2CCN(Cc3ccc(OC)c(F)c3)CC2)n2c(nc3ccccc32)c1C#N,0.3,-5,0.1,10
CCOC(=O)C1=C(c2ccccc2)N=c2s/c(=C/c3cn(C)c4ccccc34)c(=O)n2C1c1ccc(F)cc1 (stereo unspecified),1.6,-2,-0.1,10
O=C(NN1C(=O)c2ccc(Oc3cccc([N+](=O)[O-])c3)cc2C1=O)c1cccnc1,1.3,-11,-0.2,4
COc1cc(/C=C/C(=O)c2cccs2)ccc1O,-1.3,-34,0.0,-3
CCc1ncc(CN2CCCC(C(=O)Nc3ccc(-c4cscn4)cc3)C2)cn1 (stereo unspecified),1.0,-4,0.0,3

# Structures above that have bromine:
SMILES,GPR151 activ,TEAD-YAP block,FBW7 activator,MITF inh
Cc1cccc(NC(=O)COc2ccccc2Br)c1,-0.9,-10,0.3,-28
Brc1cccc(/C=N/Nc2ncnc3nc[nH]c23)c1,-2.3,57*,-0.1,4
Cc1ccc2cc(C3CC(c4ccc(Br)cc4)=NN3C(=O)CCC(=O)O)c(Cl)nc2c1 (stereo unspecified),1.8,4,0.1,-1
